ER stress surv = protection against thapsigargin ER stress killing – CSM14.1 cells, ATP luminescence, primary screen | AID 1010, 2008 | 48,000 compounds, 0.33% hits | CSM14.1 thapsigargin ER stress survival | relative survival (cellular ATP), % at 15 µg/mL (by protocol);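 active means survival measured by cellular ATP above 50% at 15 µg/ml in the first screen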;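 further: cell death triggered by about 15 µM thapsigargin; ATP read 24 h after thapsigargin was added; plate controls were thapsigargin with DMSO for no effect and DMSO without thapsigargin for full effect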
Active calls of the source: *. These rows are one share of the data, so the mix of outcomes need not match the whole.

SMILES | ER stress surv
Cc1ccc(S(=O)(=O)N2CCN(/C(N)=N/[N+](=O)[O-])CC2)cc1 | 1
O=C(Nc1ccc(Cl)cc1C(=O)c1ccccc1)c1ccncc1 | 7
O=C1NC(=S)N(c2ccc(Cl)cc2)C(=O)/C1=C/c1ccc(-c2ccccc2C(=O)O)o1 | 1
c1ccc2c(CCNC3CC4CCC3C4)c[nH]c2c1 (stereo not drawn) | -16
CC(C)CC(=O)NC(Oc1ccc(Cl)cc1)C(Cl)(Cl)Cl (stereo not drawn) | 0
CN1C(=O)NC(=O)/C(=C/c2ccc(Br)o2)C1=O | 8
COc1ccc(OC)c(CNCCc2ccc([N+](=O)[O-])cc2)c1 | -6
CN1CCN(c2ccc([N+](=O)[O-])c(NC3CC3)c2)CC1 | -2
CCC1(C)CC(CCNCc2ccccc2)(c2ccc(C)cc2)CCO1 (stereo not drawn) | -50
COc1ccc(C(=O)c2ccc(N3CCNCC3)c(F)c2)cc1Br | -8
CCOC(=O)C(C(=O)OCC)c1ccccc1 | 2
O=C1NC(=S)N(c2ccccc2)C(=O)/C1=C/c1ccco1 | 6
O=c1n(Cc2ccccc2)c2ccccc2n1CC1CS1 (stereo not drawn) | 13
Cc1ccc(-n2c(/C=C3/C(=O)Nc4ccccc43)nc3ccccc3c2=O)cc1 | 10
COc1ccc(Br)cc1CN1CCN(C(C)C)CC1 | -2
O=[N+]([O-])c1cccc(C2N3CCCN23)c1 (stereo not drawn) | 8
COc1cc(OC)c(OC)cc1CN1CCN(C(=O)Cc2ccccc2)CC1 | 8
O=C1NC(=S)N(c2cccc(Br)c2)C(=O)/C1=C/C=C/c1ccccc1 | 20
O=[N+]([O-])c1cc(Cl)ccc1N1CCN(Cc2ccccc2)CC1 | -12
Cc1nc2ccccc2c(=O)n1-c1ccccc1O | 10
Cc1ccccc1CN(CCc1ccc2c(c1)OCO2)Cc1ccccc1C | -2
CC/C(=C/c1ccc(O)c(OC)c1)[N+](=O)[O-] | -9
COc1ccc(O)c(CN2CCN(Cc3ccc(Cl)cc3)CC2)c1 | 6
c1cc(CN2CCN(C3C4CC5CC(C4)CC3C5)CC2)ccn1 (stereo not drawn) | 4
NCC(O)CNc1ccc([N+](=O)[O-])c2cccnc12 (stereo not drawn) | -8
C=CCN1C(=O)/C(=C\c2cc(Cl)c(O)c(OC)c2)C(=O)NC1=S | 10
O=[N+]([O-])c1cccc(-c2cn(-c3ccccc3)c3[n+]2CCCS3)c1 | 1
CN1C(=O)C(=Cc2ccc(N3CCCC3)c([N+](=O)[O-])c2)C(=O)N(C)C1=O | 4
COc1cc(C)cc2oc(=O)c3c(c12)CCCC3 | 6
COc1ccc(CCNCc2ccc(Cl)cc2)cc1OC | -7

Gathered by group: those above containing four or more nitrogen atoms.
SMILES | ER stress surv
Cc1ccc(S(=O)(=O)N2CCN(/C(N)=N/[N+](=O)[O-])CC2)cc1 | 1
CN1CCN(c2ccc([N+](=O)[O-])c(NC3CC3)c2)CC1 | -2
NCC(O)CNc1ccc([N+](=O)[O-])c2cccnc12 (stereo not drawn) | -8
CN1C(=O)C(=Cc2ccc(N3CCCC3)c([N+](=O)[O-])c2)C(=O)N(C)C1=O | 4

Structures above containing a furan ring, fused or not (3):
SMILES | ER stress surv
O=C1NC(=S)N(c2ccc(Cl)cc2)C(=O)/C1=C/c1ccc(-c2ccccc2C(=O)O)o1 | 1
CN1C(=O)NC(=O)/C(=C/c2ccc(Br)o2)C1=O | 8
O=C1NC(=S)N(c2ccccc2)C(=O)/C1=C/c1ccco1 | 6

Going on with the list.
SMILES | ER stress surv
CC(=O)C(C)Oc1cc(C)cc2oc(=O)c3c(c12)CCCC3 (stereo not drawn) | 8
CCN(CC)CC(=O)Nc1ccc(Cl)cc1C(=O)c1ccccc1 | 3
CCN1CC2([N+](=O)[O-])CC=C(Cl)C([N+](=O)[O-])(C1)C2 (stereo not drawn) | 4
CCOC(=O)c1c(-c2ccccc2)n(Cc2ccccc2)c2ccc(OC(C)=O)cc12 | 6
Cc1[nH]c2cc(S(=O)(=O)O)c(Oc3ccccc3)cc2c1CCN | -1
Clc1cccc(CNCCc2c[nH]c3ccccc23)c1 | -2
CCOc1ccc(N2C(=O)/C(=C/c3cc(Cl)ccc3O)C(=O)NC2=S)cc1 | 8
CC1(C)CN1S(=O)(=O)c1ccc(Cl)cc1 (stereo not drawn) | 4
COc1ccccc1OCCn1cc(C=C2C(=O)NC(=O)NC2=O)c2ccccc21 | 4
COc1ccc(CN2CCN(C(C)C)CC2)c(OC)c1OC | 2
COc1ccc(C(c2c(O)c3ccccc3oc2=O)c2c(O)c3ccccc3oc2=O)cc1CSc1ccccn1 | 4
CCOC(=O)c1c(C)n(CCOC)c2ccc(O)cc12 | 2
O=C1c2ccccc2C(=O)N1Cc1nc2ccccc2c(=O)n1-c1nccs1 | 0
Cc1cc(/C=C2\C(=O)NC(=O)N(c3ccc(Cl)cc3)C2=O)c(C)n1C | 3
Oc1ccc(Br)cc1CN1CCN(Cc2cccc(Cl)c2)CC1 | 2
COc1cc(C2c3c(c4ccccc4oc3=O)Oc3c2c(=O)oc2ccccc32)cc(OC)c1OC | 2
O=[N+]([O-])c1ccc2nc(N3CCNCC3)sc2c1 | -20
CC1CN(c2ccc([N+](=O)[O-])c(N3CCOCC3)c2)CCN1 (stereo not drawn) | 3
CCCCCn1c(=O)c(C(=O)Nc2ccccc2Cl)c(O)c2ccccc21 | 5
O=[N+]([O-])c1ccc(CN2CCN(Cc3cccc(Cl)c3)CC2)cc1 | 13
COc1ccccc1-n1c(/C=C/c2ccccc2O)nc2ccccc2c1=O | 6
COCCOC(=O)C1CN1C(C)C(=O)OC (stereo not drawn) | 1
COc1ccc(CN2CCN(Cc3ccc(SC)cc3)CC2)cc1 | -3
CC(NC1CCCCC1)C(O)C12CC3CC(CC(C3)C1)C2 (stereo not drawn) | -5
O=C(Nc1ccccc1)N1CNC(=N[N+](=O)[O-])NC1 | 4
COc1cc(CNCCc2ccc(Cl)cc2)cc(OC)c1OC | -7
C[C@]12CCCCC1CCC1C2CC[C@@]2(C)C1CC[C@@]2(O)CC#N (stereo partly drawn) | -4
COc1ccc(O)c(CN2CCN(Cc3ccc(Br)cc3)CC2)c1 | -4
COC(=O)c1cc(NC(C)=O)cc(Br)c1[N+](=O)[O-] | 5
Cc1ccc(-c2ccc(C=C3C(=O)NC(=S)NC3=O)o2)c(Br)c1 | 14
O=c1c2ccccc2nc(-c2ccco2)n1-c1ccc(Br)cn1 | -3
O=C(c1cccs1)C1CN2CCC1CC2 (stereo not drawn) | 2
Cc1ccccc1-n1c(/C=C/c2ccccc2O)nc2ccccc2c1=O | 1
CCCCCn1c(=O)c(C(=O)Nc2ccccc2F)c(O)c2ccccc21 | 6
COC(=O)C(=O)N1CC2(C)CNCC(C)(C1)C2=O | -1
Cc1cccc(C(=O)NC(Oc2ccccc2[N+](=O)[O-])C(Cl)(Cl)Cl)c1 (stereo not drawn) | 1
O=Cc1cn(Cc2c(Cl)cccc2Cl)c2ccccc12 | 2
CN(C)c1ccc(C=C2C(=O)NC(=O)NC2=O)cc1[N+](=O)[O-] | 1
CCc1ccc(CN2CCN(C(=O)COc3ccc4ccccc4c3)CC2)cc1 | 18
O=[N+]([O-])/N=C1/NCN(Cc2ccccc2)CN1Cc1ccccc1 | 9
COc1ccc(CN2C(=O)NC(=O)/C(=C\c3ccoc3)C2=O)cc1 | 1
CN1CCN(/N=C/c2c(O)n(C)c(=O)n(C)c2=O)CC1 | 3
CCCCOC(=O)C1CN1C(C)(C)C(=O)OCC (stereo not drawn) | 16
COc1ccc(CCNCc2ccccn2)cc1 | -2
O/N=C1\C2CCN(CC2)C1Cc1ccccc1O (stereo not drawn) | 0
O=c1c2ccccc2nc(/C=C/c2ccc(Cl)cc2)n1-c1ccccc1O | 8
CCC1(CCC(C)C)C(=O)NC(=O)N(C(=O)c2ccc(F)cc2)C1=O (stereo not drawn) | 10
C=CCSc1nc2ccccc2c(=O)n1-c1ccccc1OC | 10
O=C1CC(=O)N(c2ccc(Cl)c(Cl)c2)C(=S)N1 | -1
O=[N+]([O-])c1ccc(CCNC2CCCCC2)cc1 | -14

An excerpt from above in order of count of non-hydrogen atoms, ascending.
SMILES | ER stress surv
O=[N+]([O-])c1ccc(CCNC2CCCCC2)cc1 | -14
CN1CCN(/N=C/c2c(O)n(C)c(=O)n(C)c2=O)CC1 | 3
C=CCSc1nc2ccccc2c(=O)n1-c1ccccc1OC | 10
CCC1(CCC(C)C)C(=O)NC(=O)N(C(=O)c2ccc(F)cc2)C1=O (stereo not drawn) | 10
O=c1c2ccccc2nc(/C=C/c2ccc(Cl)cc2)n1-c1ccccc1O | 8

Going on with the list.
SMILES | ER stress surv
Cc1ccc(N2C(=O)NC(=O)/C(=C\C=C\c3ccccc3)C2=O)cc1 | 12
O=[N+]([O-])c1ccc(NCCOc2cccc3ccccc23)c2ncccc12 | 2
CC(C)C12CN3CCN(CC(C3)/C1=N\O)C2 | 10
CC(=O)Oc1cc(C)cc2oc(=O)c3c(c12)CCCC3 | 4
CCc1ccc(CNCCc2ccc(OC)c(OC)c2)cc1 | -10
COc1ccc(CNCCc2ccc3c(c2)OCO3)c(OC)c1C | -14
O=C1CN(O)C(c2ccccc2Cl)=c2cc(Br)ccc2=N1 | 9
Oc1ccc(Br)cc1CN1CCN(Cc2ccccc2F)CC1 | -4
CN1C(=O)C(=Cc2cccc(OCCOc3ccc([N+](=O)[O-])cc3)c2)C(=O)N(C)C1=O | 3
COc1ccc(N2C(=O)NC(=O)/C(=C/c3cn(CC(=O)Nc4ccccc4)c4ccccc34)C2=O)cc1 | -3
CCOc1ccc(N2C(=O)/C(=C/c3ccc(C)cc3)C(=O)NC2=S)cc1 | 9
O=c1c2ccccc2nc(/C=C/c2ccccc2)n1-c1cccc([N+](=O)[O-])c1 | 4
O=C1NC(=O)C(=Cc2ccc(O)c(O)c2)C(=O)N1 | 1
O=c1c2ccccc2[nH]c(=S)n1-c1ccc(Cl)cc1 | 1
N/C(=N\[N+](=O)[O-])N/N=C\c1ccc(-c2ccc(Cl)c([N+](=O)[O-])c2)o1 | 0
Cc1cc(/C=C2/C(=O)NC(=O)N(C)C2=O)c(C)n1-c1ccccc1 | -5
Cc1cccc(C(=O)NC(Oc2ccccc2Cl)C(Cl)(Cl)Cl)c1 (stereo not drawn) | 3
O=c1c2ccccc2nc(/C=C/c2ccc([N+](=O)[O-])cc2)n1-c1cccc(O)c1 | 17
COc1ccc(Br)cc1CN1CCNCC1 | -7
O=C(COc1ccc2ccccc2c1)N1CCN(Cc2ccc3c(c2)OCO3)CC1 | -2
Nc1c2c(nc3ccccc13)CCCCC2 | -12
O=C(Nc1ccc(Cl)c(-c2nc3ncccc3o2)c1)c1cccc(OCc2ccccc2)c1 | 4
C=CCN1C(=O)/C(=C\C=C\c2ccco2)C(=O)NC1=S | 12
CC1(C)C(C(=O)NCc2ccco2)C1(C)C | 0
O=C1CC(=O)N(c2ccc(I)cc2)C(=O)N1 | 3
CC1(C)C2([N+](=O)[O-])CNCC1([N+](=O)[O-])CNC2 | 10
COc1ccccc1-n1c(-c2cccs2)nc2ccccc2c1=O | 2
Nc1ccc(Oc2ccc(N)cc2)cc1 | -2
CCCCSc1nnc(NC(=O)Cn2c[n+]([N-][N+](=O)[O-])cn2)s1 | 6
COP(=S)(OC)SCN1C(=O)c2ccccc2C1=O | 1
COc1ccc(C=C2C(=O)NC(=S)NC2=O)cc1OCc1ccccc1Cl | 1
O=C(COc1ccc(Cl)cc1)N1CCN(C2CCCCCC2)CC1 | -25
CCCCSc1nc2ccccc2c(=O)n1-c1cccc(C)c1 | 3
COc1ccc(CCNCc2ccccc2Cl)cc1OC | 1
O=C1NC(=O)N(c2ccc3c(c2)OCO3)C(=O)/C1=C/c1ccc(OCc2cccc(C(=O)O)c2)cc1 | 2
C=CCN1C(=O)/C(=C\c2cccn2-c2cccc([N+](=O)[O-])c2)C(=O)NC1=S | 4
COc1ccc(CCNCc2cccc(Cl)c2)cc1OC | -2
O=C1NC(=O)N(c2cccc(Br)c2)C(=O)/C1=C/c1ccco1 | 1
CN(C)C(=O)C(c1ccccc1)c1ccccc1 | 6
CCN1CCN(c2ccc(C(F)(F)F)cn2)CC1 | -1
CN(C)c1ccc(/C=N/NC(=O)C(=O)NN/C(N)=N\[N+](=O)[O-])cc1 | 13
C#CC(C)(C)N1CC[C@@H](O)[C@@H]2CCC[C@@H]21 | -12
CN1CCN(c2ccc([N+](=O)[O-])c(N3CCN(C)CC3)c2Cl)CC1 | -8
CCOc1ccc(N2C(=O)/C(=C/c3ccc(Br)o3)C(=O)NC2=S)cc1 | 0
O=[N+]([O-])c1cc(F)c(N2CCOCC2)cc1Br | -7
CC(=O)N1N=C2C3CCN(CC3)C2C1c1ccc([N+](=O)[O-])cc1 (stereo not drawn) | 16
CCc1ccc(CNCCc2ccc(OC)cc2)cc1 | -10
COC(=O)C1C2C(=O)N(c3ccccc3)C(=O)C12c1ccc(Cl)cc1 (stereo not drawn) | 3
O=[N+]([O-])c1ccc(N2CCCC2)c(F)c1Br | -10
Cn1cccc1/C=C1/C(=O)NC(=S)N(c2ccc(Cl)cc2)C1=O | -1
Additional entries
SMILES | ER stress surv
COc1cc(OC)c(OC)cc1CNCCc1ccc(Cl)cc1 | -4
CN1CCN(c2nc3nc(N)[nH]c(=O)c3[nH]2)CC1 | 15
CCC(C)c1ccc(OCCOc2ccc(C=C3C(=O)NC(=O)NC3=O)cc2)cc1 (stereo not drawn) | -5
O=C1NC(=O)C(=Cc2cccc(Cl)c2)C(=O)N1 | 8
O=C1C2(c3ccccc3)CN3CN(C2)CC1(c1ccccc1)C3 | 16
Cc1ccc(-n2c(/C=C/c3ccc(O)c(O)c3)nc3ccccc3c2=O)cc1 | 0
O=C1NC(=O)N(c2ccccc2)C(=O)/C1=C\c1ccc(-c2ccc(C(=O)O)cc2)o1 | -3
Cc1cccc(N2C(=O)NC(=O)C(=Cc3ccc(N(C)C)cc3)C2=O)c1 | 6
COCCNCCOc1c(C(C)C)cccc1C(C)C | -13
Oc1ccc(C(=C(Cl)Cl)c2ccc(O)cc2)cc1 | -1
CC(=O)c1ccc(NC(=O)C2C(C)(C)C2(C)C)cc1 | -4
CN(C)C(=O)Oc1ccc([N+](=O)[O-])cc1 | 20
COc1cccc(-n2c(/C=C/c3ccc(O)c(O)c3)nc3ccccc3c2=O)c1 | 1
CN(C)c1ccc(/C=C2/C(=O)C3CCN2CC3)cc1 | 2

From PubChem
